Bioassay records: PubChem BioAssay, several laboratories
M18AAP inhibitor: PfM18AAP enzyme inhibition; recombinant PfM18AAP, H-Glu-NHMec fluorogenic cleavage; inhibition, % at 7.35 µM; 290,000 tested, 1.2% active; AID 1822;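 active = inhibition above the campaign mean inhibition over all tested compounds plus 3 SD, cut at about 28% in these data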;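 also: 0% = plate median of test compound wells and 100% = 2 mM ZnCl2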
MEKK3 PB1 HTS: MEKK3-MEK5 PB1 interaction, increase or decrease; bead-based flow cytometry, Alexa488-MEK5 binding to MEKK3; actives lie on both sides; 0 = blocked by unlabeled MEK5, 100 = vehicle; Q99759; binding response (% of control), % at 10 µM; AID 1529; 290,000 tested, 1.4% active;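 active = binding response more than 3 SD above or below the average of its plate-row segment, actives on both sides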;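 also: Alexa488 bead fluorescence after subtracting the streptavidin-only scavenger bead signal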
OXTR ag: agonists of human oxytocin receptor | P30559 | CHO-OTR cells, Fluo-8 calcium fluorescence; normalized: DMSO 0%, oxytocin 100% | activation, % at 3 µM | 320,000 tested, 0.32% active;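 active = activation above the mean of all tested compounds plus 3 SD, cutoff set per screening run, cut at about 20% in these data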;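 also: peak over basal fluorescence ratio from a 100 s FLIPR kinetic read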
Target sequence (P30559 whole entry, looked up): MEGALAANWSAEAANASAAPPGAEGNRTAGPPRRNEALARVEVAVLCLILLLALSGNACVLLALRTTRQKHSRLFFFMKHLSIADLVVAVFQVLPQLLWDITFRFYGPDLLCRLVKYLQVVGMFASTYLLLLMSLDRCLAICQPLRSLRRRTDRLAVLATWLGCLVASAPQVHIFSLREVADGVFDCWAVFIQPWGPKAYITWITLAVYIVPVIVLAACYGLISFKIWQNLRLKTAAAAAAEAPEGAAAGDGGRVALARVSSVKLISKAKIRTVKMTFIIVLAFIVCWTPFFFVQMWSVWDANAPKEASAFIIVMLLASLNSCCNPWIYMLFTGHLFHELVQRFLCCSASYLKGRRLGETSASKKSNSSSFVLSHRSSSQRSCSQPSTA
GPR7 antag: antagonists of human GPR7 (neuropeptides B/W receptor 1); GPR7-expressing cells, fluorescence antagonist assay; inhibition, % at 4.4 µM; P48145; 290,000 tested, 1.1% active; AID 1861; in the data active = inhibition above about 16%, passing the limit was not always enough;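 also: cells stimulated with the agonist NPW; 0% = agonist with vehicle and 100% = vehicle without agonist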
Target sequence (P48145 whole entry, looked up): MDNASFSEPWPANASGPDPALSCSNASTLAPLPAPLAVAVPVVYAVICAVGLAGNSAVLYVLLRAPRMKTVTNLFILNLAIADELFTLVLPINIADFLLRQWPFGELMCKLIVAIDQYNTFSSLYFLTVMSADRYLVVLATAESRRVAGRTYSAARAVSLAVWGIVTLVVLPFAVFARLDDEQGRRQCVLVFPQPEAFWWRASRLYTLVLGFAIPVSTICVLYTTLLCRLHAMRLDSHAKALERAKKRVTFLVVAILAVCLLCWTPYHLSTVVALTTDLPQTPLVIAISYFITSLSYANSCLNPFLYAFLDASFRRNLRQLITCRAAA
PHOSPHO1 inh: inhibitors of human PHOSPHO1 phosphatase. Q8TCT1. recombinant PHOSPHO1, absorbance phosphatase assay. inhibition, % at 13.3 µM. 290,000 tested, 1.1% active. AID 1565; in the data active = inhibition above about 60%
Target sequence (Q8TCT1 whole entry, looked up): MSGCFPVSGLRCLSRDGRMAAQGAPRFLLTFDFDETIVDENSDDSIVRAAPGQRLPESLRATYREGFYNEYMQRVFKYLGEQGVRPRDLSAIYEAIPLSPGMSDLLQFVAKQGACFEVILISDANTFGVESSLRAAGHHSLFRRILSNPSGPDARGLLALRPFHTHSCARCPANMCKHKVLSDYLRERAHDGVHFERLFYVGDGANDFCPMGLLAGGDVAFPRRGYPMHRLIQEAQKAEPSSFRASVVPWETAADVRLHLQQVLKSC
DNA FID counter: counter-screen for HCV NS3 helicase inhibitors: DNA intercalator displacement | DNA fluorescent intercalator displacement, fluorescence | inhibition, % at 7.9 µM | 290,000 tested, 0.17% active | AID 1845; in the data active = inhibition above about 37%;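 also: 0% = vehicle and 100% = reference compound; higher means more ethidium bromide displaced from hairpin DNA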
MEKK2 WT-MEK5: raises or lowers MEK5 binding to wildtype human MEKK2 PB1 domain; bead flow cytometry, Alexa488-MEK5 binding to MEKK2 WT; actives lie on both sides; binding response (% of control), % at 10 µM; 290,000 tested, 1.1% active; in the data active = binding response below about 67% or above about 130%
NALP1 inh: inhibitors of NALP1 inflammasome in yeast; S. cerevisiae NALP1/ASC/caspase-1 growth, X-gal OD620, 72 h; inhibition, % at 10 µM; 280,000 tested, 0.61% active; AID 2071; in the data active = inhibition mostly above about 24%, no sharp cut-off; inactive = mostly below about 32%; also: some compounds called inactive have numbers as strong as hits
MEKK2mut PB1 HTS: signal of MEK5 binding to mutant human MEKK2 PB1 domain | 290,000 tested, 0.35% active | percent response, % at 10 µM | bead flow cytometry, Alexa488-MEK5 binding to MEKK2 mutant; in the data active = percent response above about 24%, passing the limit was not always enough; also: inactives centre near 1; some results filed as inactive read as strong as hits; reference of the scale not given here
* hit, by the source's call; x = not tested or not shown.

SMILES	M18AAP inhibitor	MEKK3 PB1 HTS	OXTR ag	GPR7 antag	PHOSPHO1 inh	DNA FID counter	MEKK2 WT-MEK5	NALP1 inh	MEKK2mut PB1 HTS
O=C(c1cccc(C(F)(F)F)c1)C1CCCN(C(=O)CN2CCCC2=O)C1 (stereo unspecified)	-8.3	100.0	0.7	-14.1	32.4	-12.6	90.0	-9.2	-13.0
Cc1c(C(=O)N/N=C/C(C)C)[nH]c2c([N+](=O)[O-])cccc12	2.2	96.0	1.3	-6.1	4.9	-0.6	104.0	21.0	10.0
CN(C)CCCn1c(SCC(=O)N2CC(=O)Nc3ccccc32)nc2ccccc2c1=O	-2.2	97.0	0.6	-5.0	35.8	10.4	98.0	15.8	-4.0
COCCc1nnc(NC(=O)C23CC4CC(CC(C4)C2)C3)s1	-2.3	102.0	-0.7	0.5	3.1	-27.9	98.0	6.5	1.0
Cc1ccc(/C=N/n2c(C)nc3ccccc3c2=O)o1	-1.5	107.0	0.0	-10.3	39.9	-1.3	101.0	4.1	0.0
O=C(NNC(=O)c1nn(-c2ccc(F)cc2)ccc1=O)c1ccccc1Cl	5.3	107.0	0.2	-14.6	16.6	-5.2	106.0	3.4	1.0
CCNC(=S)N1CCN(CC(=O)Nc2ccc(OC)cc2)CC1	-0.7	97.0	1.0	-2.8	18.0	-3.5	99.0	12.8	-2.0
CC(CCc1ccccc1)NS(=O)(=O)c1ccc(Cl)c(C(=O)O)c1 (stereo unspecified)	0.5	103.0	0.2	-10.5	6.5	-19.9	96.0	6.0	0.0
CCNC(=S)Nc1ccc(Cc2ccncc2)cc1	-6.8	109.0	1.5	-6.9	33.9	-2.1	103.0	-3.6	-5.0
O=C(O)C1CCCCN1S(=O)(=O)c1ccc2ccccc2c1 (stereo unspecified)	4.7	103.0	3.9	6.3	18.6	-8.7	106.0	-8.8	0.0
Cc1cc(C(=O)COC(=O)c2ccc(N)c([N+](=O)[O-])c2)c(C)n1Cc1ccc2c(c1)OCO2	-15.1	106.0	0.9	-5.3	5.0	1.1	101.0	x	7.0
CCN(c1ccccc1)c1nc2nonc2nc1NCCO	-2.0	108.0	1.1	4.8	15.9	-1.2	103.0	-10.1	13.0
CCOC(CNC(=O)CCc1c(C)nc2ncnn2c1C)OCC	1.6	112.0	-0.1	-4.8	-43.0	0.0	111.0	26.0	4.0
O=C(/C=C/c1ccc2c(c1)OCO2)c1cccnc1	16.6	106.0	4.1	1.0	23.9	-6.8	105.0	18.6	3.0
O=S(=O)(Nc1cccnc1)c1cc(Cl)ccc1Cl	1.4	107.0	-0.2	-0.8	16.5	3.0	108.0	x	7.0
Oc1c(Cl)cc(Cl)cc1CNc1nc2ccccc2[nH]1	0.0	107.0	8.1	-9.1	30.5	9.6	108.0	3.3	2.0
CCOC(=O)CSc1nc(C)nc2c1sc1nc(C)c(C(C)=O)c(-c3ccc(OC)cc3)c12	-3.6	104.0	-0.2	-7.7	-2.0	-2.9	106.0	25.3	0.0
Cc1ccc(C)c(NC(=S)NNc2ccc(F)cc2F)c1	46.0*	107.0	-1.6	18.2	40.3	-1.2	109.0	-4.1	1.0
Cc1cc(-n2cnnn2)ccc1C(C)C	0.4	96.0	-1.3	-8.1	-0.8	-0.1	98.0	8.0	-5.0
NNC(=O)[C@H]1C[C@@H]1c1ccccc1	-1.6	152.0*	-0.9	-9.4	-6.6	-5.2	111.0	x	0.0
O=C(COC(=O)CCC(=O)c1cccs1)NC1CC1	-4.2	105.0	0.1	-6.1	19.2	-4.0	103.0	-2.3	2.0
COc1ccc(S(=O)(=O)n2ccnc2)c2cccnc12	-3.5	91.0	1.1	-6.8	2.1	-0.2	102.0	7.3	-1.0
CC(=O)c1ccc(N2CCN(c3ccc(C(N)=O)cc3[N+](=O)[O-])CC2)cc1	-2.4	104.0	4.1	3.0	-0.8	-2.7	105.0	10.7	5.0
CCOC(=O)CC1(C)SC(NC(C)=O)=NN1C(C)=O (stereo unspecified)	-12.7	114.0	0.0	-2.8	8.0	-4.6	102.0	-2.6	-4.0
C=CCc1c(C)nc(SCc2ccccc2)[nH]c1=O	-6.5	99.0	-0.8	9.2	45.3	-10.6	96.0	12.0	15.0
O=C(CCn1nnnc1CN1CCOCC1)N1CCC(c2cccc(Cl)c2)C1 (stereo unspecified)	-3.2	105.0	-0.3	-3.4	-16.3	-25.4	108.0	7.4	7.0
CC1CC(Nc2ccccc2)=CC(=O)O1 (stereo unspecified)	7.3	106.0	0.1	9.0	11.5	0.0	107.0	11.4	6.0
COc1ccc(C(=O)C2CCCN(Cc3cc(C)c(O)c(C)c3)C2)c(OC)c1 (stereo unspecified)	-8.2	105.0	1.0	-9.3	8.3	9.5	111.0	28.8	5.0
COc1ccc(S(=O)(=O)N2CCc3ccccc32)cc1C(=O)OCC(=O)c1c(N)n(C)c(=O)n(C)c1=O	-11.9	55.0	-1.6	7.9	42.8	-4.7	60.0	19.1	-31.0
COCc1cc(C)nc(SCC(=O)Nc2ccccc2C)c1C#N	-4.5	109.0	1.7	-1.1	4.6	-4.0	111.0	1.5	12.0

A different layout for 8 compounds above:
Results follow in this order: M18AAP inhibitor | MEKK3 PB1 HTS | OXTR ag | GPR7 antag | PHOSPHO1 inh | DNA FID counter | MEKK2 WT-MEK5 | NALP1 inh | MEKK2mut PB1 HTS
Cc1cc(-n2cnnn2)ccc1C(C)C
→ 0.4 | 96.0 | -1.3 | -8.1 | -0.8 | -0.1 | 98.0 | 8.0 | -5.0
NNC(=O)[C@H]1C[C@@H]1c1ccccc1
→ -1.6 | 152.0* | -0.9 | -9.4 | -6.6 | -5.2 | 111.0 | x | 0.0
O=C(COC(=O)CCC(=O)c1cccs1)NC1CC1
→ -4.2 | 105.0 | 0.1 | -6.1 | 19.2 | -4.0 | 103.0 | -2.3 | 2.0
COc1ccc(S(=O)(=O)n2ccnc2)c2cccnc12
→ -3.5 | 91.0 | 1.1 | -6.8 | 2.1 | -0.2 | 102.0 | 7.3 | -1.0
CC(=O)c1ccc(N2CCN(c3ccc(C(N)=O)cc3[N+](=O)[O-])CC2)cc1
→ -2.4 | 104.0 | 4.1 | 3.0 | -0.8 | -2.7 | 105.0 | 10.7 | 5.0
CCOC(=O)CC1(C)SC(NC(C)=O)=NN1C(C)=O (stereo unspecified)
→ -12.7 | 114.0 | 0.0 | -2.8 | 8.0 | -4.6 | 102.0 | -2.6 | -4.0
C=CCc1c(C)nc(SCc2ccccc2)[nH]c1=O
→ -6.5 | 99.0 | -0.8 | 9.2 | 45.3 | -10.6 | 96.0 | 12.0 | 15.0
O=C(CCn1nnnc1CN1CCOCC1)N1CCC(c2cccc(Cl)c2)C1 (stereo unspecified)
→ -3.2 | 105.0 | -0.3 | -3.4 | -16.3 | -25.4 | 108.0 | 7.4 | 7.0

(further entries)
SMILES	M18AAP inhibitor	MEKK3 PB1 HTS	OXTR ag	GPR7 antag	PHOSPHO1 inh	DNA FID counter	MEKK2 WT-MEK5	NALP1 inh	MEKK2mut PB1 HTS
CCOC(=O)c1cc(-c2nnc(-c3ccc(Cl)cc3)o2)c(C)nc1C	9.4	91.0	0.9	-14.5	-0.1	-2.1	94.0	-3.7	-8.0
CN(C)c1ccc2c(=O)[nH][nH]c(=O)c2c1	0.7	90.0	-1.0	-1.2	-5.3	5.3	82.0	-1.8	-16.0
C=CCOc1ccc(/C=C/C(C)=N\O)cc1	14.7	101.0	-0.9	-2.2	27.6	-2.5	99.0	18.6	-2.0
COc1ccc(CC(=O)Nc2ccc(S(=O)(=O)Nc3onc(C)c3C)cc2)cc1OC	1.8	101.0	0.7	-11.0	34.8	-20.1	101.0	-95.1	-3.0
COc1ccc(-c2[nH]ncc2/C=N/NC(=O)c2cccc([N+](=O)[O-])c2)cc1OC	-4.3	105.0	-1.3	-3.4	19.9	-14.6	97.0	-12.3	-9.0
CCOc1ccccc1NC(=O)C(OC(=O)c1ccccc1)c1ccccc1 (stereo unspecified)	-0.5	130.0*	-0.8	-6.0	3.5	-17.7	106.0	19.6	1.0
O=C1C=C(NC(=O)Nc2ccc(Cl)c(Cl)c2)CCC1	-5.8	105.0	8.2	-1.9	-146.4	5.9	101.0	7.2	0.0
COc1ccc2c(COC(=O)c3n[nH]c4ccccc34)cc(=O)oc2c1	0.9	86.0	5.0	-1.8	3.4	-6.2	89.0	23.5	-10.0
O=C(CCc1ccc(S(=O)(=O)NCCc2ccccc2)cc1)NCc1ccc2c(c1)OCO2	-8.3	101.0	2.6	3.2	25.8	-20.7	98.0	0.7	-2.0
COc1ccc(C(C)=O)cc1CSc1nnc(Nc2ccc(C)cc2C)s1	-1.9	101.0	-2.7	1.4	6.0	-33.6	121.0	35.2	16.0
COc1ccc(NC(=O)C2CCCN(C(=O)Nc3ccc(F)cc3)C2)cc1 (stereo unspecified)	1.6	105.0	-2.1	-6.5	-5.0	-15.3	110.0	13.0	8.0
O=C(CNS(=O)(=O)c1ccc(F)cc1)Nc1ccc(C(F)(F)F)cc1	-10.3	104.0	14.6	-4.6	6.3	3.2	104.0	12.0	4.0
Cc1occc1C(=O)N(C)Cc1nc(-c2ccccc2)no1	-3.2	100.0	3.6	-10.1	28.0	-14.8	104.0	12.7	4.0
CNC(=O)c1sc(NCc2ccccc2OC)nc1C	0.8	101.0	x	4.4	14.4	-3.2	101.0	26.6	-1.0
CCC(=O)c1c[nH]c(C(=O)NCCCn2ccnc2)c1	0.5	95.0	5.1	-12.1	10.4	5.0	96.0	26.9	11.0
C[C@@H]1CCC(=O)N(CC[C@H](N=[N+]=[N-])c2ccccc2)CC1	9.1	103.0	-1.3	-0.6	-7.3	-25.4	106.0	2.1	-3.0
COCCNC(=O)CSc1nc2ccccc2c(=O)n1CCCC(=O)NCc1ccccc1	1.2	93.0	-0.7	4.7	15.4	-12.8	89.0	-3.2	-9.0
COc1ccc(C2CC(c3ccc(Br)cc3)=NN2C(=O)CN2CCCC2)cc1 (stereo unspecified)	-7.6	98.0	5.0	8.1	23.9	5.2	125.0	-10.1	11.0
Cn1cc(CN2CCC(C(=O)Nc3ccc(Oc4ccccc4F)cc3)CC2)cn1	6.9	103.0	3.1	4.4	36.8	17.4	118.0	30.0	8.0
O=C(Cn1nc(Cl)nc1Cl)c1ccc2c(c1)OCCO2	5.6	103.0	-0.6	-4.2	20.1	-4.3	103.0	-12.5	3.0
O=C(CC(C(=O)O)c1cccc(Cl)c1Cl)c1ccccc1 (stereo unspecified)	4.1	102.0	-0.2	-0.4	0.8	-23.2	104.0	20.5	-1.0
Cc1cc(F)ccc1NCc1cccnc1	-0.9	94.0	-0.9	4.3	13.8	-2.0	96.0	-11.9	-2.0
O=[N+]([O-])c1ccc(NC(=S)NCCc2ccccc2)cc1	-1.3	104.0	9.9	46.7*	-21.2	12.7	115.0	34.5	1.0
Cc1ccc(/C=C/C(=O)NC(=S)N2CCN(c3ccc(F)cc3)CC2)cc1	2.3	103.0	-1.6	5.1	5.5	-0.9	104.0	-7.9	-3.0
O=C(NC1CCCN(Cc2ccc(Cl)cc2)C1)c1cccc(F)c1 (stereo unspecified)	-2.9	106.0	-1.0	-2.5	39.1	0.8	113.0	15.9	13.0
COc1ccc(NC(=O)COC(=O)CCCc2c[nH]c3ccccc23)cc1OC	5.8	106.0	16.6	5.3	21.5	-14.8	104.0	9.6	5.0
O=C(Nc1ccccc1)N1CCN(c2ncccn2)CC1	0.0	109.0	-0.3	-0.8	-15.0	-0.3	110.0	32.2	2.0
Cc1ccc(S(=O)(=O)N(C)CCCC(=O)NC(C)(C)CO)cc1	0.9	101.0	-0.6	-23.8	44.0	-7.7	100.0	7.5	6.0
CC1(C)CC(=O)C2=C(C1)Nc1ccccc1NC2c1ccccn1 (stereo unspecified)	4.5	110.0	1.0	-1.5	-7.2	-5.4	105.0	-2.5	8.0
O=C(NC(=S)Nc1ccccc1)c1cncc(C#Cc2ccccc2)c1	-3.4	103.0	1.3	-0.2	6.1	-1.6	101.0	2.2	-2.0
